# Bioassay records from PubChem BioAssay.
# UBC9 SUMO inh = inhibitors of in vitro SUMOylation cascade, primary screen, biochemical, HTRF, uHTS; SUMO-conjugating enzyme UBC9 (Homo sapiens), P63279; HTRF SUMOylation assay, SAE1/SAE2 + UBC9; inhibition, % at 35 µM; 0.36% of 290,000 active; in the data active means inhibition above about 50%, passing the limit was not always enough; further: strong numbers were not always called active
# IDE cell inh = human IDE inhibitors in live cells, primary screen, fluorescence polarization, HEK cells, FAbetaB substrate; inhibition, % at 5.59 µM; 0.41% of 320,000 active; FAbetaB cleavage; AID 434962, 2010;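 active means percent inhibition above the average of all tested compounds plus 3 SD, set per screening campaign, cut at about 16% in these data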;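 further: IDE supplied by intact live HEK cells; FP after avidin binding of uncleaved biotin substrate so inhibition keeps polarization high; 0% = DMSO wells and 100% = 60 µM reference IDE inhibitor Ii1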
# IDE cell activ = human IDE activators in live cells, primary screen, fluorescence polarization, HEK cells, FAbeta-B substrate; Insulin-degrading enzyme (Homo sapiens), P14735; FAbeta-B cleavage; 0% vehicle, 100% cell-free pure enzyme wells; activation, % at 5.96 µM; 0.073% of 340,000 active;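 active means activation above the mean of all tested compounds plus 3 SD, set per screening campaign, cut at about 17% in these data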
# p-CIP stab down = p/CIP-EGFP fusion destabilizers, primary screen, fluorescence, F442A cells; Q05BA5; 16 h; decrease of EGFP signal, % at 10 µM; 0.01% of 290,000 active; AID 1984, 2009;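 active means EGFP signal decrease of at least 30% at 10 µM or well 3 SD below plate mean, unless failing retest; inactive means the rest, including hits failing retest or dose response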; further: some compounds called inactive have numbers as strong as hits; many of its hits are not listed in these tables
# CRFR2-BP antag = antagonists of CRF-BP/CRF-R2 complex, primary screen, cell-based, HEK293, calcium dye fluorescence, uHTS; AID 588475, 2011; CRF-induced calcium fluorescence; 0.59% of 350,000 active; inhibition, % at 11.8 µM;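 active means inhibition of the ligand-induced calcium signal above about 50% at the single tested concentration, limit read from the data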
# GalR3 antag = GalR3 antagonists in HEK293 cells, primary screen, cell-based, fluorescence readout; Galanin receptor type 3 (Homo sapiens), O60755; HEK293 GalR3-CNG cAMP membrane potential fluorescence; galR3 body fused to GalR1 C-terminus; inhibition, % at 3 µM; 0.44% of 360,000 active; AID 651719, 2012;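 active means inhibition above the screen-wide average plus 3 SD, cut at about 13% in these data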;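 further: forskolin and galanin both at EC90 stimulate the cells; cAMP rise reported by CNG channel membrane potential dye signal; 0% = forskolin plus galanin with DMSO and 100% = forskolin alone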
# NS3 helicase inh = inhibitors of HCV NS3 helicase, primary screen, biochemical, Cy5 molecular beacon fluorescence; Hepatitis C virus NS3 helicase; AID 1800, 2009; NS3 helicase DNA unwinding; 0.56% of 290,000 active; inhibition, % at 10.9 µM;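 active means inhibition above the mean of all tested compounds plus 3 SD, set per campaign, cut at about 35% in these data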;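 further: 0% = DMSO wells and 100% = thioflavine S control wells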
#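 Assay system: hepatitis C virus NS3 helicase domain fragment enzyme. Also added: annealed dual-labelled DNA beacon duplex, ATP-started. Timing: 1 h reaction at 25 °C, ATP-initiated. Technique: Cy5 fluorescence at 0 and 60 min, beacon hairpin quenching. Evaluation: % inhibition of unwinding. Replication: one well per compound.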
# IMP-1 inhibitor = IMP-1 metallo-beta-lactamase inhibitors, primary screen, biochemical, epi-absorbance readout, Pseudomonas aeruginosa enzyme. metallo-beta-lactamase IMP-1 (Pseudomonas aeruginosa). purified IMP-1, nitrocefin hydrolysis, epi-absorbance fluorescence. inhibition, % at 5.6 µM. 0.45% of 290,000 active. AID 1556, 2009;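 active means inhibition above the mean plus 3 SD of all compounds in the same screening run, cut at about 4.5% in these data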;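 further: 0% = IMP-1 with DMSO and 100% = DMSO wells lacking enzyme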
#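 System: Purified recombinant IMP-1 metallo-beta-lactamase enzyme | Measured by: Fluorescence quenching readout, ex 480/em 530 nm | Replication: Singlicate | Incubation: 15 min preincubation plus 25 min reaction at 25 °C | Evaluation: Percent inhibition from optical density relative to buffer-blank wells | Benchmarks: DMSO with and without IMP-1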
# VIM-2 inh = VIM-2 metallo-beta-lactamase inhibitors, primary screen, biochemical, epi-absorbance readout, Pseudomonas aeruginosa enzyme; purified VIM-2, nitrocefin hydrolysis, epi-absorbance fluorescence; inhibition, % at 5.6 µM; 0.89% of 290,000 active; AID 1527, 2009;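 active means inhibition above the mean of all tested compounds plus 3 SD, cutoff set per screening run, cut at about 7.5% in these data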;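 further: red hydrolysis product quenches plate fluorescence so inhibitors raise well fluorescence; 0% = enzyme with DMSO and 100% = DMSO without enzyme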
# Starred values were filed as active, the others as inactive; x = not tested or not shown.
SMILES,UBC9 SUMO inh,IDE cell inh,IDE cell activ,p-CIP stab down,CRFR2-BP antag,GalR3 antag,NS3 helicase inh,IMP-1 inhibitor,VIM-2 inh
CCOP(=O)(Nc1ccc2oc(=O)c3ccccc3c2c1)OCC,27,0,1,7,1,-9,-11,-1.1,1.0
O=C(Nc1ccc(S(=O)(=O)N2CCOCC2)cc1)c1ccc(=O)[nH]c1,27,6,x,5,-1,1,3,2.7,-0.5
O=C(C1CCCO1)N1CCN(C(=S)Nc2ccc(Cl)cc2)CC1 (centres undefined),10,1,2,4,14,0,-5,-1.6,-2.4
CC(=O)n1nc(-c2ccccc2)nc1NCc1ccc(F)cc1,8,3,3,3,-18,-2,-1,0.2,-3.8
CCOc1ccccc1NC(=O)C1CCCN(S(=O)(=O)c2ccc3c(c2)C(C)(C)C(=O)N3C)C1 (centres undefined),0,3,-2,-6,15,-1,19,0.4,2.6
COc1ccc(CN(C(=O)c2ccc(-c3ccccc3)[nH]2)C(C(=O)NCC2CCCO2)c2ccc(C)o2)cc1 (centres undefined),-10,11,-8,-5,20,-6,-13,-2.9,-1.2
COc1ccc(OCc2cc(C(=O)NCCCc3ccccc3)no2)c(Cl)c1,-15,4,-1,-5,4,0,-6,-3.2,-1.3
O=C(CCc1ccccc1)Nc1ccccc1[N+](=O)[O-],1,1,0,6,-3,-9,4,-3.9,0.0
C#CC[N+](C)(C)CC#Cc1ccc(Cl)cc1,12,2,-2,-3,2,-3,1,-0.2,-2.2
Cc1nc(-c2ccc3c(c2)CCC(=O)N3)cs1,6,3,0,-14,10,-1,1,-0.6,-1.3
O=C1C2ON(c3ccc(Cl)cc3)C(c3ccco3)C2C(=O)N1c1ccccc1 (centres undefined),-17,1,5,6,3,-3,-9,-2.7,-0.6
Cc1ccc(CNC(=O)CSc2ccc(-c3ccco3)nn2)cc1,13,2,2,-2,-14,1,6,-3.2,-1.8
O=C(NCCN1C(=O)S/C(=C\c2ccc(OC(F)F)cc2)C1=O)c1cnccn1,7,2,0,-13,-11,15*,-6,-1.8,-2.2
CCOc1ccc(CC(=O)Nc2ccc(S(=O)(=O)Nc3cc(C)on3)cc2)cc1OCC,38,-7,-2,44,11,-2,7,-3.1,-4.1
COc1cccc(-c2csc(N3CCN(C(=O)Nc4ccccc4OC)CC3)n2)c1,-60,1,0,3,17,-6,-8,-1.2,-1.1

# Structures above containing nitrogen in an aromatic ring:
SMILES,UBC9 SUMO inh,IDE cell inh,IDE cell activ,p-CIP stab down,CRFR2-BP antag,GalR3 antag,NS3 helicase inh,IMP-1 inhibitor,VIM-2 inh
O=C(Nc1ccc(S(=O)(=O)N2CCOCC2)cc1)c1ccc(=O)[nH]c1,27,6,x,5,-1,1,3,2.7,-0.5
CC(=O)n1nc(-c2ccccc2)nc1NCc1ccc(F)cc1,8,3,3,3,-18,-2,-1,0.2,-3.8
COc1ccc(CN(C(=O)c2ccc(-c3ccccc3)[nH]2)C(C(=O)NCC2CCCO2)c2ccc(C)o2)cc1 (centres undefined),-10,11,-8,-5,20,-6,-13,-2.9,-1.2
COc1ccc(OCc2cc(C(=O)NCCCc3ccccc3)no2)c(Cl)c1,-15,4,-1,-5,4,0,-6,-3.2,-1.3
Cc1nc(-c2ccc3c(c2)CCC(=O)N3)cs1,6,3,0,-14,10,-1,1,-0.6,-1.3
Cc1ccc(CNC(=O)CSc2ccc(-c3ccco3)nn2)cc1,13,2,2,-2,-14,1,6,-3.2,-1.8
O=C(NCCN1C(=O)S/C(=C\c2ccc(OC(F)F)cc2)C1=O)c1cnccn1,7,2,0,-13,-11,15*,-6,-1.8,-2.2
CCOc1ccc(CC(=O)Nc2ccc(S(=O)(=O)Nc3cc(C)on3)cc2)cc1OCC,38,-7,-2,44,11,-2,7,-3.1,-4.1
COc1cccc(-c2csc(N3CCN(C(=O)Nc4ccccc4OC)CC3)n2)c1,-60,1,0,3,17,-6,-8,-1.2,-1.1

# Other results
SMILES,UBC9 SUMO inh,IDE cell inh,IDE cell activ,p-CIP stab down,CRFR2-BP antag,GalR3 antag,NS3 helicase inh,IMP-1 inhibitor,VIM-2 inh
Cc1ccc(-n2c(C)cc(/C([O-])=C(/C(=S)Nc3ccc(F)c(Cl)c3)[n+]3ccccc3)c2C)cc1,10,1,0,-7,-8,-1,7,-5.5,-1.2
Cc1ccc(S(=O)(=O)N2CCC(C(=O)OCC(=O)N3CCCC(C)C3)CC2)cc1C (centres undefined),x,0,4,x,0,-2,x,x,x
Cc1cc(C)c(S(=O)(=O)n2ccc(-c3ccc(OCCN(C)c4ccccn4)cc3)n2)c(C)c1,-4,-4,4,-2,-40,-2,-3,-1.7,-3.1
COc1cc(C(=O)NCc2ccccc2)ccc1OC(F)F,9,6,2,-10,14,-6,8,-2.7,-2.1
CCOc1ccc(-n2cnc3scc(-c4ccc(OC)c(OC)c4)c3c2=O)cc1,4,-4,-1,6,1,0,-6,-2.6,-4.6
Cc1nn2c(-c3ccc(S(=O)(=O)N4CCN(C)CC4)o3)nnc2c2ccccc12,13,4,1,-8,0,-2,5,-0.9,24*
O=C(Nc1cc(S(=O)(=O)N2CCOCC2)ccc1N1CCOCC1)c1cn2ccccc2n1,2,-1,4,-8,-13,6,-8,-3.2,-3.3
COC(=O)c1ccc(N2CCN(C(C)=O)CC2)c(NC(=O)COc2ccccc2C)c1,16,0,4,-2,-7,4,5,-3.1,-4.6
COc1ccc(NC(=O)c2ccccc2Oc2ccccc2)cc1,0,-2,6,-3,7,-1,7,-4.1,-0.7
CC(C)n1c(O)c(N=NC(=O)CNC(=O)CCc2ccccc2)c2ccccc21,-7,7,3,-11,2,-7,-3,-4.3,-1.4
O=C(Nc1ccc(CN2CCCCC2)cc1)c1ccc2c(c1)OCO2,-11,-4,0,-4,14,-2,-4,-2.2,-3.5
O=C(CN1CCCCC1)Nc1c2c(nc3ccccc13)N(c1ccccc1)CC2,5,-2,6,-34,-58,-1,-8,-1.5,2.8
COCCNc1nc(CSc2ccccc2)nc2sc(C)c(C)c12,-10,5,4,-1,-12,-5,-18,-1.7,-1.6
CC(=O)c1cccc(N(CC(=O)NC2CCCCC2)C(=O)CNC(=O)c2cccs2)c1,-22,1,2,3,5,-9,1,0.6,-0.8
Cc1cc(=O)c2cc(Br)ccc2n1CC(=O)NCc1ccccc1,-12,4,4,0,-6,-2,2,-3.8,-1.6

# GalR3 antag, hit marks shown above
SMILES,UBC9 SUMO inh,IDE cell inh,IDE cell activ,p-CIP stab down,CRFR2-BP antag,GalR3 antag,NS3 helicase inh,IMP-1 inhibitor,VIM-2 inh
O=C(NCCN1C(=O)S/C(=C\c2ccc(OC(F)F)cc2)C1=O)c1cnccn1,7,2,0,-13,-11,15*,-6,-1.8,-2.2

# Following part
SMILES,UBC9 SUMO inh,IDE cell inh,IDE cell activ,p-CIP stab down,CRFR2-BP antag,GalR3 antag,NS3 helicase inh,IMP-1 inhibitor,VIM-2 inh
COc1ccc(Cl)cc1C(=O)NC(=S)Nc1cc(-c2nc3ccccc3[nH]2)ccc1C,-11,12,-9,-4,-1,8,8,-1.1,-1.9
Cc1cc2oc(=O)sc2cc1NS(=O)(=O)c1ccccc1,-16,-1,-4,-7,0,-7,2,-2.5,-4.5
N#CC1(c2ccccc2)CCCN1C(=O)c1ccc(Br)o1 (centres undefined),4,0,-4,-9,5,-2,-6,-0.2,2.3
NC(=O)C1(N2CCCCC2)CCN(Cc2ccc(F)cc2)CC1,7,5,0,0,-30,-8,0,-2.9,-2.8
C=CCn1c(COc2ccccc2)nnc1SCC(=O)NCC(=O)OCC,11,4,1,-16,3,12,5,-4.7,-4.0
CCOC(=O)c1ccc(NC(=O)C2CCC(CNc3c(N4CCOCC4)c(=O)c3=O)CC2)cc1 (centres undefined),-1,5,3,-12,11,-3,2,-3.0,-2.2
C#CCOC(=O)Nc1ccc(OCC(F)(F)F)nc1,-9,8,2,-1,19,-4,0,-3.4,-3.2
CNC(=O)CN(C)S(=O)(=O)c1ccc(OC)c(Cl)c1,21,4,7,-1,3,-2,8,-1.9,-0.1
Cc1cc(C)n2ncc(-c3cccc(Br)c3)c2n1,5,2,2,-12,19,-5,18,-3.3,-3.7
CCN(CC)S(=O)(=O)c1ccc(-c2nnco2)cc1,15,-3,-1,1,-25,-7,2,-3.9,-3.1
CC(=O)N1CCc2c(sc(NC(=O)c3ccc(S(=O)(=O)N(C)C)cc3)c2C#N)C1,x,-2,8,x,-9,2,3,-3.3,-7.0
Cc1cccc(-c2nnc(N)s2)c1,18,0,3,-17,9,13*,3,-0.1,-1.8
NS(=O)(=O)c1cccc(NC(=O)CN2CCCc3ccccc32)c1,2,5,2,1,13,-3,10,-2.6,-1.4
Cc1cc(Cl)ccc1OCc1nc(-c2ccncc2)no1,-29,7,x,8,-11,-3,-7,-1.6,1.4
O=C(COC(=O)CC(c1ccccc1)c1ccccc1)Nc1c(F)cccc1F,-9,-3,x,-29,x,-1,-3,-2.5,-0.2
CCCS(=O)(=O)N1CCC(C(=O)NC2CCCC(C)C2C)CC1 (centres undefined),0,1,6,-12,1,-4,7,-1.7,-3.2
O=C(CN(Cc1ccco1)C(=O)c1ccc(Cl)cc1)Nc1c(Cl)cc(Cl)cc1Cl,-3,5,2,0,-9,5,2,-2.2,-3.3
Cc1ccc(S(=O)(=O)N2CCC(N3CCN(C)CC3)CC2)cc1Cl,14,-1,3,-3,9,-9,-13,-2.5,-0.8
O=C(c1ccccc1)N1CCSc2sccc2C1=O,2,x,-1,-4,22,-8,18,-2.2,-3.0
O=C(CNC(=O)c1sc2ccccc2c1Cl)NCc1ccccc1,-16,9,-12,-3,-12,-1,1,-4.8,-2.4
COC(=O)CC1C(=O)NC2CCCCC2N1C(=O)CCl (centres undefined),8,2,x,2,7,-5,18,4.3,0.0
O=C(Nc1nc2ccc(F)cc2s1)c1ccc(N2CCCC2=O)cc1,x,-2,6,x,6,-3,x,x,x
COc1ccc(-c2cc(C(=O)Nc3cccc(S(=O)(=O)NCc4ccco4)c3)c3ccccc3n2)cc1OC,26,3,6,-4,8,-4,9,0.4,3.1
CCc1cc2cc(C)cc(C)c2[nH]c1=S,2,-2,-9,14,-23,-4,-21,-2.3,-0.9
CC(CNC(=O)c1ccc(C(C)(C)C)cc1)CN(C)C (centres undefined),-6,1,-4,-6,26,-4,10,-1.7,-1.5
